# ERp5 inh: inhibitors of ERp5-driven insulin aggregation, primary screen, biochemical, turbidity, absorbance 650 nm, single point; Protein disulfide-isomerase A6 (Homo sapiens), Q15084; 90 min; inhibition, % at 9.99 µM; 350,000 compounds, 0.05% hits;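 active means mean replicate inhibition above about 25%, with every replicate also reaching it, limit read from the data, passing the limit was not always enough; inconclusive means only one of those two criteria met; inactive means neither criterion met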
# Target sequence (Q15084 whole entry, looked up): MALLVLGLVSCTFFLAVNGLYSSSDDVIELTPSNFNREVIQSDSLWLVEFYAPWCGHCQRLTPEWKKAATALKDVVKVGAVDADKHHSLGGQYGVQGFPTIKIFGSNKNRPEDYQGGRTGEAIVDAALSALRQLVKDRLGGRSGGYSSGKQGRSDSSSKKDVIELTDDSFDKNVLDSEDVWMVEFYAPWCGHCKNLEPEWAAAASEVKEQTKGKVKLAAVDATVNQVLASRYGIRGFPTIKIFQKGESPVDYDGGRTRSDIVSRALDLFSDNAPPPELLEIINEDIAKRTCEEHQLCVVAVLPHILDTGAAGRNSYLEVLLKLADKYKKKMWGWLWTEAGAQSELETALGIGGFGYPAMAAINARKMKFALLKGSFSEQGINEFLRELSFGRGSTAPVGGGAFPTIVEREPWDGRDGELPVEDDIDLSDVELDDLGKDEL
# ARNT TACC3 PPI: disruptors of ARNT/TACC3 protein interaction, primary screen, biochemical, AlphaScreen, single concentration; AID 623870, 2012; Transforming acidic coiled-coil-containing protein 3 (Homo sapiens), Q9Y6A5; inhibition, % at 9.99 µM; AlphaScreen His-ARNT PAS-B/GST-TACC3 binding, luminescence; TACC3 fragment carries E629A point mutation; 390,000 compounds, 0.66% hits;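 active means mean inhibition of replicates at least 50% and at least half of replicates each reaching 50%; inconclusive means half or more replicates reach 50% but mean below 50%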;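 further: 0% = complete ARNT plus TACC3 wells and 100% = ARNT alone without TACC3; many hits fall short of the cut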
# Xi reactivation: activators of inactive X chromosome reactivation, primary screen, imaging, XiGFP fibroblasts, GFP high-content imaging, set 2 | activation, % at 7.58 µM | AID 743238, 2013 | XiGFP mouse fibroblasts, % GFP-positive cells imaging, 3 d; cells co-treated with 5-aza-dC sensitizer; scaled so ellipticine positive control = 100% | 360,000 compounds, 0.055% hits;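 active means mean normalized replicate activation at least 10% and every replicate at or above 10%; inconclusive means only one of the two criteria met; inactive means mean below 10% and not all replicates reach 10%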;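 further: 0% = median of on-plate neutral control wells and 100% = ellipticine 6 µM median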
#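 Material: XiGFP fibroblasts, SV40-immortalized; Buffer or medium: DMEM containing 5-aza-dC; Compound dosing: single point; Times: 3 days compound exposure.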
# PAX8 inh HTS: inhibitors of PAX8-driven TPO luciferase reporter, primary screen, RMG-I cells, single concentration; SteadyGlo, 24 h; inhibition, % at 12.6 µM; 360,000 compounds, 1.2% hits;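 active means mean replicate inhibition at least 60% with every replicate also reaching 60%; inconclusive means only one of the two criteria is met; inactive means mean below 60% and not all replicates reaching 60%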;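 further: luciferase light reporting Pax8 driven TPO promoter activity; plate controls were median of neutral control wells for no effect and mitoxantrone controls for full effect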
# DENV2 CPE: inhibitors of DENV2 cytopathic effect, primary screen, cell-based, plate reader, single concentration. DENV2-infected cells, cytopathic effect rescue. CPE inhibition, % at 9.99 µM. 350,000 compounds, 1.7% hits; in the data active means CPE inhibition above about 20%, passing the limit was not always enough; inconclusive means no clear call, values can overlap the other calls; tested in BHK-21 cells;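 further: 0% = median of neutral control wells and 100% = median of positive control wells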
# EWS-Fli inh: EWS/Fli-driven NR0B1 reporter inhibitors, primary screen, A673 cells, NR0B1 luciferase, luminescence, MLPCN library. 350,000 compounds, 0.67% hits. viability-normalised. AID 651661, 2012. inhibition, % at 12.6 µM;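 active means mean inhibition of at least 50% after viability correction, with every replicate also passing that limit; inconclusive means mean reaches 50% but only one of two replicates passes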;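 further: firefly luciferase signal divided by Alamar Blue viability fluorescence both relative to DMSO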
# CFTR F508del cor: F508del CFTR correction, initial screen, CFBE line, single point. CFBE cells, YFP halide quenching; stimulated with forskolin plus potentiator P3; % fluorescence drop versus neutral controls. activity (quench increase), % at 7.58 µM. 350,000 compounds, 0.36% hits. AID 720511, 2013;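 active means mean added fluorescence quench of at least 8% versus neutral control, with both replicates also reaching 8%; inconclusive means only one of the mean or replicate conditions met; inactive means mean below 8% and not both replicates reaching 8%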;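 further: cells transiently co-express mutant CFTR-F508del with the halide-sensitive YFP; corrector assay measuring rescue of mutant channel to the surface after 24 h compound exposure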
# GSIS activator: GLuc luminescence reporter in INS-1E cells, primary screen for activators of glucose-dependent secretion of insulin | INS-1E GLuc reporter insulin secretion, 2-3 h | activation, % at 16.6 µM | 370,000 compounds, 0.61% hits;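 active means lowest replicate activation of at least 40%, so every replicate reaches that level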;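 further: 0% = median of neutral control wells and 100% = median of IBMX positive control wells; some compounds called inactive have numbers as strong as hits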
# * = called active by the depositor; ? = inconclusive; . = no result given; & = joins results of further samples.
SMILES,ERp5 inh,ARNT TACC3 PPI,Xi reactivation,PAX8 inh HTS,DENV2 CPE,EWS-Fli inh,CFTR F508del cor,GSIS activator
CCN(CC)C(=O)c1ccc(CS(=O)(=O)c2ccc(Br)cc2)cc1,2,2,0.1,4,8,-7,-0.2,4
CCOC(=O)C1CCN(Cc2nc3ccc([N+](=O)[O-])cc3c(=O)n2-c2ccc(OC)cc2OC)CC1,4,-15,0.1,21,-3,2,0.4,0
COc1ccccc1CNC(=O)COC(=O)CCN=C1NS(=O)(=O)c2ccccc21,3,-9,-0.1,-4,-6,-2,-1.0,0
CCN=C1NC(c2cccc(Cl)c2)C(C(=O)OC)=C(C)N1Cc1ccccc1C(F)(F)F (stereo not drawn),2,.,-0.1,9,7,-2,0.8,.
CCOc1ccc2nc(NC(=O)CSc3nc(-c4ccccc4)c(C#N)c(=O)[nH]3)sc2c1,1,-22,0.1,-25,-3,-33,1.5,-8
CN(C(=O)c1cccc(NC(=O)Cc2cccc(NC(=O)C3CCN(C(=O)C4CCC4)CC3)c2)c1)C1CC1,0,-8,-0.1,2,-4,0,-1.7,1
COc1ccc(CN(C)C[C@H]2Oc3ccc(NC(=O)Cc4cn(C)c5ccccc45)cc3C(=O)N([C@H](C)CO)C[C@@H]2C)cc1,4,-5,-0.1,24,8,5,1.2,-4
C#CCNC(=O)C[C@@H]1C[C@@]2(C(=O)OCC)CCCC=C2N(Cc2ccc3c(c2)OCO3)C1=O,1,.,0.0,-9,-11,-3,-1.8,.
O=C(O)C1CCCN1S(=O)(=O)c1cccc(S(=O)(=O)N2CCCC2C(=O)O)c1 (stereo not drawn),2,-8,0.1,-7,?,-5,-2.8,8
CN1C(=O)c2cc(NS(=O)(=O)c3ccc(F)cc3)ccc2OC[C@H]2O[C@H](CC(=O)NCC(F)(F)F)CC[C@H]21,5,-4,0.1,-27,-13,4,-0.1,-3
O=C(NCc1ccccc1F)Nc1ccc([N+](=O)[O-])cc1,3,-5,0.5,-40,0,-17,-2.5,3
C[C@H]1CN([C@@H](C)CO)C(=O)c2cccc(NC(=O)C3CCOCC3)c2O[C@H]1CN(C)C(=O)NC1CCCCC1,-2,4,0.3,5,2,1,0.2,7
COc1ccc2cc(C(=O)NCCc3ccccc3)[nH]c2c1,5,7,0.0,-87,-2,-68,0.0,-7
CCOC1=NS(=O)(=O)c2ccccc21,-1,-3,0.1,-1,0,12,.,3
Cc1ccccc1OC(C)C(=O)N1CCC(Cc2ccccc2)CC1 (stereo not drawn),-5,-1,0.0,.,12,0,0.0,4
NS(=O)(=O)c1ccc(NC(=O)COC(=O)c2cnc(Cl)c(Cl)c2)cc1,2,-3,.,14,0,-1,0.8,13
O=C(CSc1ncn[nH]1)N1CCOCC1,1,-17,0.0,7,0,1,.,-1
CO[C@@H]1CN(C)C(=O)c2ccc(NC(=O)c3ccccc3)cc2OC[C@@H](C)N(CC2CC2)C[C@H]1C,-13,-4,0.4,.,7,0,-1.3,-6
Cc1nc(SCC(=O)c2cc(C)n(C3CC3)c2C)c2ccccc2n1,-2,.,0.1,31,-10,13,.,.
COc1cccc(OC)c1C(=O)Nc1ccc([N+](=O)[O-])cn1,.,32,0.3,15,.,.,.,13
CC(=O)CC(c1ccc([N+](=O)[O-])cc1)c1c(O)c2ccccc2oc1=O (stereo not drawn),0,-2,-0.1,4,-4,-5,-6.6,.
CCOc1ccc(N2C(=O)Nc3ccc(Br)cc3C2(O)C(=O)NCCN(C)C)cc1 (stereo not drawn),-2,7,0.0,15,10,-2,-0.3,17
O=C(CN1CCOCC1)N[C@H]1CC[C@H](CCNC(=O)C2CCCCC2)O[C@@H]1CO,-2,4,0.7,0,4,3,-3.3,6
Cc1nn(-c2ccccc2)c(N)c1C(c1ccc(C(C)C)cc1)c1c(C)nn(-c2ccccc2)c1N,.,3,0.1,16,.,.,.,-12
COc1ccccc1NC(=O)Nc1nc(CC(=O)Nc2cc(F)ccc2F)cs1,-3,3,0.0,-32,8,-1,6.3,-16
# Remaining list, next part:
SMILES,ERp5 inh,ARNT TACC3 PPI,Xi reactivation,PAX8 inh HTS,DENV2 CPE,EWS-Fli inh,CFTR F508del cor,GSIS activator
CCNC(=O)C[C@@H]1CC[C@H]2[C@H](COc3ccc(NC(=O)NC(C)C)cc3C(=O)N2C)O1,6,-7,0.3,-16,-6,-4,2.2,11
O=C(NCc1ccccc1Cl)c1ccc2sc([C@@H]3O[C@H](CO)[C@H](O)[C@H](O)[C@H]3O)nc2c1,3,.,0.3,8,-5,-4,-3.5,0
COc1ccc(N2c3ccccc3CN(Cc3ccccc3)CC2Cc2cc(OC)c(OC)c(OC)c2)cc1 (stereo not drawn),-1,.,0.0,-23,-7,10,-4.8,38
COc1ccc(C(=O)/C=C/c2cccnc2)c(OC)c1,-4,4,-0.1,10,-7,1,.,.
Cc1cc2oc(=O)cc(CN(C)Cc3cccc(F)c3)c2cc1Cl,2,-21,0.0,-7,5,-19,1.2,-17
O=C(CSc1nc2ncc(Cl)cc2[nH]1)Nc1ccccc1-c1ccccc1,-1,-1,0.0,11,3,.,0.0,8
O=C(CC1Oc2ccccc2NC1=O)NC1CCCC1 (stereo not drawn),0,-2,0.7,-10,-4,-5,-1.3,14
COc1ccc(/C=C/C(=O)OCC(=O)NCCc2ccccc2)c(OC)c1,-10,-4,0.2,3,14,-1,0.6,.
O=C(C[C@H]1CC[C@H]2[C@@H](COC[C@H](O)CN2CC2CC2)O1)NCc1ccc(Cl)cc1,1,4,0.1,-9,-3,-3,-3.2,9
CS(=O)(=O)c1nc(-c2ccccc2)c(-c2ccccc2)[nH]1,.,-2,1.2,9,.,.,.,15
C[C@@H]1CN([C@H](C)CO)S(=O)(=O)c2ccc(C3=CCCC3)cc2O[C@@H]1CN(C)C(=O)Nc1ccc2c(c1)OCO2,4,-2,-0.1,5,17,22,-2.4,-8
CCOc1ccc(CCNC(=O)c2ccc3nc(N4CCOCC4)sc3c2)cc1OCC,-3,4,-0.1,-20,7,4,4.7,10
CCOC(=O)C1=CCC(c2ccc(C#N)cc2)N(S(=O)(=O)c2ccc(C)cc2)C1 (stereo not drawn),-13,.,0.0,-5,7,4,-2.3,-4
COC(=O)c1oc2c(c1C)C(=O)CC(C)(C)C2,3,-6,0.3,-7,6,-2,0.8,-14
O=S(=O)(/C=C/c1ccccc1)NC1CCCCCC1,2,.,0.1,2,.,6,1.6,-13
O=C(CSc1ccccc1[N+](=O)[O-])NC1CCS(=O)(=O)C1 (stereo not drawn),.,-8,0.3,8,.,.,.,21
CCOC(=O)C(c1ccccc1)C(Nc1ccc(F)cc1)c1ccccn1 (stereo not drawn),3,-3,-0.1,34,-5,21,1.6,1
COc1ccc(NC(=O)N(C)C[C@@H]2Oc3ncc(-c4ccc(C#N)cc4)cc3C(=O)N([C@@H](C)CO)C[C@H]2C)cc1,0,-5,0.3,.,-6,-7,0.2,-11
Cc1cc(NC(=O)c2c(-c3c(F)cccc3Cl)noc2C)no1,8,-2,0.0,4,14,19,-1.5,0
COc1ccc(C(=O)NC2CCN(C(=S)Nc3cccc(C)c3C)CC2)cc1,6,1,.,.,6,0,4.9,-9
COc1ccc(NC(=O)/C(=C/c2cccnc2)NC(=O)c2cccs2)cc1,.,29,0.0,6,.,.,.,17
COc1ccc(NC(=O)N[C@H]2CC[C@H](CCNC(=O)Cc3ccncc3)O[C@H]2CO)cc1,4,-7,-0.4,-4,9,5,0.9,22
COc1ccc(/C=C/C(=O)OCC(=O)c2c(C)[nH]c3ccccc23)cc1OC,0,-4,0.0,3,4,12,.,.
Cc1cc(=O)oc2cc(OCCSCCN3CCCC3)ccc12,3,.,0.0,-10,37*,-7,1.9,-12
CCn1ccc(C(=O)Nc2ccccc2Cl)n1,-7,-5,0.1,-147,-5,-52,-0.6,7
# The listing continues.
SMILES,ERp5 inh,ARNT TACC3 PPI,Xi reactivation,PAX8 inh HTS,DENV2 CPE,EWS-Fli inh,CFTR F508del cor,GSIS activator
CC(=O)Nc1nc(C2CC2)cc(-c2ccccc2)c1C#N,9,-3,0.0,32,-11,3,4.7,31
O=C(NCCCn1ccnc1)c1ccccc1F,1,-3,0.1,8,-4,-17,0.3,-8
Cn1c(-c2ccccc2)cc2onc(-c3ccccc3)c2c1=O,3,6,0.0,14,-13,81*,-1.0,-1
O=S(=O)(NCC1CCCO1)c1cnc(Cl)c(Cl)c1 (stereo not drawn),.,5,0.0,9,.,.,.,15
CCOC(=O)c1nn(-c2ccc(C)cc2)c(=O)cc1OCC(=O)Nc1cccc(OC)c1,-1,-1,0.1,-2,8,-4,-1.4,4
CN(CC(=O)Nc1ccc(OC(F)(F)F)cc1)C(=O)Cc1cccs1,-17,-4,0.0,-6,-1,-2,3.1,-7
CC(C)CC#Cc1cnc2c(c1)C(=O)N([C@@H](C)CO)C[C@H](C)[C@@H](CN(C)S(=O)(=O)c1cccs1)O2,-3,2,0.2,.,-3,14,-0.1,-13
Cc1cccc(-c2noc(CN(C)C(=O)COc3ccccc3)n2)c1,4,-10,0.1,5,5,.,-0.6,-29
O=c1[nH]c2ccccc2cc1-c1nnn(-c2ccc(F)cc2)n1,-4,4,0.0,-128,-6,-94,3.2,4
COc1cccc(-c2cnc3c(c2)C(=O)N([C@@H](C)CO)C[C@@H](C)[C@@H](CN(C)C(=O)CC2CC2)O3)c1,0,-6,0.1,.,-2,-8,0.8,33
C[C@@H]1CN([C@@H](C)CO)S(=O)(=O)c2ccc(Br)cc2O[C@H]1CN(C)C(=O)Cc1cccnc1,0&1,-4,0.0&0.2,15,15&7,2&4,-3.3&-0.9,16&10
CSCCC(NC(=O)c1ccccc1Cl)C(=O)N1CCN(C(c2ccccc2)c2ccccc2)CC1 (stereo not drawn),-9,-4,-0.1,16,0,8,-3.7,-13
CN(C)c1ccc(-c2cc([C@H]3[C@@H]4C=CCC[C@@]4(C)C(=O)N3Cc3ccccc3)ccc2F)cc1,0,-1,-0.1,-2,2,9,-4.0,8
C[C@H](CO)N1C[C@H](C)[C@@H](CN(C)C(=O)NC2CCCCC2)OCCCC[C@H](C)Oc2ccc(NS(=O)(=O)c3ccc(F)cc3)cc2C1=O,2,-7,-0.1,9,2,0,-1.5,-17
O=C(NC1CC1)c1cccc(NC(=O)C2CCCC2)c1,-3,-8,0.1,1,-13,2,2.9,4
O=C(N/N=C/C=C/c1ccco1)/C(=C/c1ccccc1)NC(=O)c1ccccc1,10,-1,0.0,-42,-3,.,.,-25
Cc1c(Cc2ccccc2)sc(NC(=O)C(C)(C)C)c1C(N)=O,6,-1,-0.2,48,.,17,-2.5,46*
Cc1nnc(NC(=O)CSc2nc(CC(C)C)nc3c2c(=O)n(C)c(=O)n3C)s1,-3,0,0.4,14,2,-3,-2.0,10

# Bioassay records as filed in PubChem BioAssay.

# Compounds as they come (roughly 4.2% active in at least one column).
